# Source: PubChem BioAssay (Sanford-Burnham Center for Chemical Genomics)
# UPR CHOP act – activators of apoptotic arm of unfolded protein response (CHOP); CHO-CHOP luciferase reporter, UPR activation, luminescence; percent of tunicamycin response over DMSO baseline; activation, % at 10 µM; actives 0.34% (n = 330,000);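 active means at 10 µM dose, activation of 40% or more, normalized to positive control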;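 further: 100% = tunicamycin at 10 µg/mL and 0% = DMSO alone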
#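 measured by = luciferase luminescence | assay system = CHO-CHOP cells, stable luciferase reporter of PERK-eIF2a-CHOP signalling | amount = 500 reporter cells seeded per well | timing = 6 h compound exposure at 37 °C after overnight seeding | controls = positive tunicamycin 10 µg/mL, negative DMSO alone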
# TIM10 inh – TIM10 yeast growth inhibition. actives 1.4% (n = 330,000). S. cerevisiae TIM10 strain growth, BacTiter-Glo luminescence, 24 h. inhibition, % at 10 µM;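 active means inhibition of 40% or more at the single tested concentration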;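 further: wild-type TIM10 isogenic control strain grown at permissive 25 °C; 0% = DMSO yeast wells and 100% = minimal medium wells without yeast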
# tim23-1 inh – tim23-1 yeast growth inhibition. inhibition, % at 20 µM. actives 1.3% (n = 330,000). S. cerevisiae tim23-1 growth, BacTiter-Glo luminescence, 24 h;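 active means growth inhibition of the mutant yeast at or above 50%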;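 further: temperature-sensitive mutant grown at 25 °C; plate controls were DMSO-treated mutant yeast for no effect and medium wells lacking yeast for full effect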
# UPR XBP1 act – activators of adaptive arm of unfolded protein response (XBP1); CHO-XBP1 luciferase reporter, IRE1-XBP1 UPR activation, luminescence; percent of tunicamycin response, DMSO as zero; actives 0.33% (n = 330,000); activation, % at 20 µM;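 active means versus positive control, 20 µM dose yields 30% or more activation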;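 further: 100% = tunicamycin at 10 µg/mL and 0% = DMSO only wells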
#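 Test system: CHO-XBP1 luciferase reporter cells | Buffer or medium: Serum-containing F12 medium, 10% FBS | Schedule: 6 h compound exposure at 37 °C, 5% CO2 | Detection: Steady-Glo luciferase glow luminescence, 10 min after reagent addition | Read-out basis: Activation, % of tunicamycin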
# tim10-1 inh – inhibits growth of tim10-1 mutant yeast; S. cerevisiae tim10-1 ts strain growth, BacTiter-Glo, 24 h; inhibition, % at 20 µM; actives 2.2% (n = 330,000); AID 463190;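 active means inhibition of at least 40%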;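 further: mutant grown at 25 °C; 0% = DMSO wells with yeast and 100% = wells holding no yeast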
# APJ agonist – agonists of human APJ apelin receptor; P35414; CHO-K1 APJ PathHunter beta-arrestin, luminescence; 0% DMSO wells, 100% apelin; activation, % at 20 µM; actives 0.11% (n = 330,000); AID 2520;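 active means activation more than six SD over the plate average, tested at 20 µM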;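 further: 0% = DMSO alone and 100% = apelin-13 at 10 nM; some results filed as inactive read as strong as hits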
# Target sequence (P35414 whole entry, looked up): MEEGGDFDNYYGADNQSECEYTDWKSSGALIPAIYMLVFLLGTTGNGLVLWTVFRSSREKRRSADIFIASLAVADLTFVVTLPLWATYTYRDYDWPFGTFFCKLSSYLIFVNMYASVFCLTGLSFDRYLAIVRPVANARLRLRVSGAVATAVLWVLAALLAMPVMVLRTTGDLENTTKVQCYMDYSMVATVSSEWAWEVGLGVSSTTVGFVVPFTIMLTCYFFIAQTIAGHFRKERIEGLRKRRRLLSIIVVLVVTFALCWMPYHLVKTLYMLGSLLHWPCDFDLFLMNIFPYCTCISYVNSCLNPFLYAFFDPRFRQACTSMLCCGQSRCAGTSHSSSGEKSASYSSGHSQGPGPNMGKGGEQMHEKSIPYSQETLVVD
#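 system = engineered CHO-K1 APJ arrestin reporter cells | input = 1000 cells per well | timing = overnight seeding, 90 min compound at 25 °C, 1 h detection | measured by = enzyme-fragment complementation luminescence | read-out = beta-arrestin recruitment to APJ as agonist activity, luminescent signal | control set = negative DMSO alone, positive Apelin-13 at 10 nM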
# GRIN3A LBD mod – modulators (binders) of human NR3A ligand-binding domain; NR3A LBD differential scanning fluorimetry, Tm shift; 0% = protein alone, 100% = glycine-bound protein; Tm shift relative to glycine control, % at 25 µM; actives 2.5% (n = 340,000);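 active means melting temperature shift of at least 10% of the positive control shift, at one fixed dose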
# NLRP3 yeast inh – blocks the NALP3 inflammasome reconstituted in yeast; Yeast reconstituted NLRP3/ASC/caspase-1, beta-gal luminescence, 24 h; inhibition, % at 10 µM; actives 0.39% (n = 330,000);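 active means inhibition of 50% or more; inactive means inhibition below 50%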;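 further: plate controls were induced DMSO wells for no effect and uninduced yeast grown without galactose for full effect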
# Mdm2 MdmX PPI – human Mdm2/MdmX binding inhibition. O15151+Q00987. SaOS-2 split-luciferase Mdm2/MdmX complementation, luminescence. inhibition, % at 8 µM. actives 3% (n = 330,000). AID 485346;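 active means inhibition of at least 50% at 8 µM in the primary screen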
# * = called active by the depositor.
SMILES,UPR CHOP act,TIM10 inh,tim23-1 inh,UPR XBP1 act,tim10-1 inh,APJ agonist,GRIN3A LBD mod,NLRP3 yeast inh,Mdm2 MdmX PPI
O=C(Nc1ccccc1)c1cccnc1N1CCCC1,0.8,-4,12,-2,-2,0,2,17,-18
CCCc1[nH]nc2c1C(c1ccccc1OC)C(C#N)=C(N)O2 (stereo not drawn),3.5,5,11,0,14,-2,2,4,16
CC(=O)N1c2ccc(S(=O)(=O)N3CCC(C(=O)Nc4cccc(C)c4)CC3)cc2CC1C (stereo not drawn),-1.2,15,6,-7,6,8,-1,11,-11
COc1cc(-c2nc(-c3ccc(Br)o3)no2)cc(OC)c1OC,0.8,7,13,-1,25,-2,-1,10,0
COc1ccccc1CNC(=O)Cn1nc(C)c([N+](=O)[O-])c1C,1.0,10,11,1,8,1,-2,23,0
N#CCc1nc2ccccc2c(=O)[nH]1,3.9,15,7,-1,15,-1,-1,-6,4
CCn1c(SCC(=O)NCc2ccc3c(c2)OCO3)nnc1-c1ccncc1,1.2,-2,4,-3,3,-2,1,-7,26
Cc1ccc(Nc2c([N+](=O)[O-])cc(C(=O)N3CC(=O)Nc4ccccc43)cc2[N+](=O)[O-])c(C)c1,-1.6,4,11,1,8,6,-7,15,-16
C=CCn1c(SCC#N)nc2c(c1=O)C(C)(C)Cc1ccccc1-2,0.2,-8,39,-2,31,2,-8,-1,-29
CCC(CC)COC(=O)C1=C(C)NC(=O)NC1c1ccc2c(c1)OCO2 (stereo not drawn),0.2,-12,8,0,-16,-3,2,5,10
Cc1cccc(NC(=O)CS(=O)(=O)Cc2ccccc2)n1,-1.0,9,11,1,15,-2,2,4,18
CCN(c1ccccc1)S(=O)(=O)c1ccc(Cl)c(NC(=O)CN(C)C2CCN(C)CC2)c1,0.0,-181,-175,2,-136,-3,-2,13,23
O=C(c1cccn(Cc2ccc(Cl)c(Cl)c2)c1=O)N1CCOCC1,-0.9,-3,-2,0,3,-1,-1,4,-3
O=C(CCc1ccc(O)cc1)NNC(=S)NCCc1ccccc1,1.4,21,5,1,9,-1,1,17,17
CC(c1c(O)c2ccccc2[nH]c1=O)C1(C)CCC(O)C(C)(C)O1 (stereo not drawn),-1.6,-2,8,-2,5,-4,-2,13,2
O=C(NNC(=S)NC(=O)c1cccc([N+](=O)[O-])c1)c1ccc(Br)cc1,-1.2,12,24,-1,24,-2,-4,15,37
Cc1nc2cc(N3CCN(C)CC3)c(NC(=O)Cc3ccccc3)cc2c(=O)n1Cc1ccccc1,-3.6,-13,-7,-4,22,-2,-6,15,-9
C[C@@]12C(=O)N(Cc3ccccc3)CC(=O)N1[C@H]1c3cc(Cl)ccc3OC[C@@H]1[C@@H]2c1ccccc1,2.2,20,30,9,28,-3,-3,8,7
COc1ccccc1N1C(=O)C2CCC(c3ccccc3)CC2C1=O (stereo not drawn),1.3,15,24,-3,23,-3,1,-4,-13
COc1ccc(CNC(=O)CCC(=O)N2CCN(S(=O)(=O)c3ccc(Cl)cc3)CC2)cc1,-0.6,10,14,-4,0,-3,-1,14,13

# Record cards, from the list above. Screens in order: UPR CHOP act	TIM10 inh	tim23-1 inh	UPR XBP1 act	tim10-1 inh	APJ agonist	GRIN3A LBD mod	NLRP3 yeast inh	Mdm2 MdmX PPI
# Profile of `CCN(c1ccccc1)S(=O)(=O)c1ccc(Cl)c(NC(=O)CN(C)C2CCN(C)CC2)c1` : 0.0	-181	-175	2	-136	-3	-2	13	23
# Profile of `Cc1nc2cc(N3CCN(C)CC3)c(NC(=O)Cc3ccccc3)cc2c(=O)n1Cc1ccccc1` : -3.6	-13	-7	-4	22	-2	-6	15	-9

# (more compounds)
SMILES,UPR CHOP act,TIM10 inh,tim23-1 inh,UPR XBP1 act,tim10-1 inh,APJ agonist,GRIN3A LBD mod,NLRP3 yeast inh,Mdm2 MdmX PPI
Cc1[nH]c2ccccc2c1C(=O)C(=O)N1CCN(c2ccccc2F)CC1,-0.2,24,23,2,1,13,-2,13,1
CCn1nc(C)c(/C=N\NC(=O)c2cccc(OC)c2)c1C,0.6,12,-1,-3,-3,-1,5,20,-31
O=C(CSc1ccc(-c2nc3ccccc3[nH]2)cn1)Nc1ccc(S(=O)(=O)NC2CC2)cc1,2.6,5,3,-1,19,2,21*,11,6
Cc1cccc(NC2(C(F)(F)F)N=C3SCCN3C2=O)n1 (stereo not drawn),-1.8,6,19,-1,17,-1,2,29,-5
CC1CCC(N2CCN(S(=O)(=O)Cc3ccccc3)CC2)CC1 (stereo not drawn),1.7,11,2,0,-13,-2,-1,18,-8
COCCNC(=O)c1ccc(CN2CCC(Cc3ccccc3)CC2)cc1,0.6,-5,14,-2,10,-2,-1,-2,-30
Cc1ccc(C)c(Nc2cc(C)nc3ncnn23)c1,0.5,9,13,-5,8,0,-1,9,23
COC(=O)c1c(C(=O)OC)c2ccccn2c1C(=O)c1ccc([N+](=O)[O-])cc1,1.0,16,16,0,9,2,0,21,-13
COc1ccc(C2C(C#N)=C(N)Oc3n[nH]c(C)c32)cc1Cn1nnc2ccccc21 (stereo not drawn),-1.3,16,18,-5,5,-4,0,-2,10
CCc1ccccc1NC(=O)N1CCCc2ccccc21,-2.2,1,10,-5,14,-6,0,18,18
COc1ccc(NC(=O)CSc2ccc(NC(C)=O)cc2)cc1S(=O)(=O)N1CCOCC1,1.9,-11,6,2,5,1,0,14,2
Cc1cc(C(=O)Nc2sc3c(c2C#N)CCC(C)C3)no1 (stereo not drawn),3.6,6,6,2,4,-6,-3,3,-64
Cn1cc(NC(=O)OCc2ccc(Cl)cc2)c(C(F)(F)F)n1,1.1,7,11,1,9,-2,0,16,-13
CCn1ncc(Br)c1C(=O)Nc1ccc2c(c1)OCCO2,2.1,1,13,-2,-6,0,0,28,-22
Cn1c2ccccc2c2nnc(SCc3ccc4nonc4c3)nc21,1.3,18,8,4,23,-1,-3,-1,47
O=C(NCC1COc2ccccc2O1)c1ccc(NC(=O)c2ccco2)cc1 (stereo not drawn),1.5,33,58*,-3,36,-5,-2,6,-7
COc1ccc(OC)c(CCNC(=O)c2nn(C)c3c2CS(=O)(=O)c2ccccc2-3)c1,-2.4,9,14,-4,-6,-3,7,13,10
CCn1c(C(=O)N2CCCC(C(=O)O)C2)cc2sccc21 (stereo not drawn),-1.2,-17,-2,3,-1,-4,0,6,11
CCc1cc(=O)oc2cc(C)cc(OCC(=O)N3CCC(C(=O)O)CC3)c12,-0.6,-1,15,0,-12,-1,-2,21,8
O=C(CSc1nc2ccccc2o1)NCC(=O)c1ccccc1,-0.4,-13,8,-3,5,2,0,19,8
O=C(NCC(=O)N1CCN(c2ncccn2)CC1)c1cccs1,-0.3,-11,2,-1,8,-3,0,9,2
Cc1ccnc2nc(C(=O)Nc3nc4ccccc4s3)nn12,-3.2,29,23,-6,19,-7,-2,-5,-41
O=C(/C=C/c1cccc([N+](=O)[O-])c1)c1ccc2c(c1)OCCO2,3.5,47*,35,2,41*,-3,-3,14,26
O=C(Cn1nnc2ccccc21)NNC(=O)c1ccccc1,-0.2,-13,4,-2,-7,-2,-1,14,11
O=C(NC(=O)c1ccccc1)OCCN1C(=O)c2ccccc2C1=O,1.0,18,15,-2,19,0,3,2,18
Cc1ccnc(SCC(N)=O)n1,-1.5,3,-2,-2,8,-7,0,8,-15
COC(=O)c1ccc(Oc2nc(Nc3ccc(C)c(C)c3)nc(N(C)C)n2)cc1,-3.4,7,27,7,25,-2,-4,9,35
O=C(Nc1ccc(N2CCOCC2)cc1)c1ccc(COc2ccccc2)cc1,0.6,-23,-24,-4,-16,-3,4,-9,22
O=C(c1cc(-c2ccccc2)nc2ccccc12)N1CCOCC1,-2.3,5,-3,-3,-8,-4,-6,10,2
CCOC(=O)c1ccccc1C(=O)N1CCOCCOCCOCC1,-0.6,-3,1,1,6,-2,0,2,5

# Four compounds from above, reduced to Mdm2 MdmX PPI, UPR CHOP act and tim10-1 inh:
Structure	Mdm2 MdmX PPI	UPR CHOP act	tim10-1 inh
Cc1ccnc(SCC(N)=O)n1	-15	-1.5	8
COC(=O)c1ccc(Oc2nc(Nc3ccc(C)c(C)c3)nc(N(C)C)n2)cc1	35	-3.4	25
O=C(Nc1ccc(N2CCOCC2)cc1)c1ccc(COc2ccccc2)cc1	22	0.6	-16
O=C(c1cc(-c2ccccc2)nc2ccccc12)N1CCOCC1	2	-2.3	-8

# Continuation:
SMILES,UPR CHOP act,TIM10 inh,tim23-1 inh,UPR XBP1 act,tim10-1 inh,APJ agonist,GRIN3A LBD mod,NLRP3 yeast inh,Mdm2 MdmX PPI
CCOc1ccc(C(CC(=O)O)NC(=O)c2ccco2)cc1OC (stereo not drawn),0.0,2,8,-7,-1,-2,-2,0,10
CCn1c(SCC(=O)NC(C)C(C)C)nc2cc(S(=O)(=O)N3CCOCC3)ccc21 (stereo not drawn),-0.1,-6,2,-3,17,-4,1,-2,28
CCN1CCN(S(=O)(=O)c2ccc(OC)cc2)CC1,1.8,-5,7,-5,5,-3,-1,12,14
O=C1c2ccccc2C(=O)N1CCCCSc1nnc(-c2ccc(OC(F)F)cc2)o1,-1.1,9,15,-3,32,10,-1,13,-29
CCN(CC(=O)NC1CCS(=O)(=O)C1)S(=O)(=O)c1ccc(C)c(C)c1 (stereo not drawn),0.6,-8,3,-2,3,-4,-2,-4,0
CCOC(=O)c1c(C)n(CCNC(C)=O)c2ccc(O)cc12,-2.2,-8,-11,3,-11,-3,0,14,22
CC(=O)N1CCc2ccc(S(=O)(=O)N3CCc4ccccc43)cc21,3.6,5,19,0,15,0,-1,12,5
Cc1ccccc1NC(=O)c1cccc2c1C(=O)N(C1CCCCC1)C2,-0.2,12,20,-4,30,-2,-14,8,46
CCOc1ccccc1NC(=O)Nc1cccc(C(C)=O)c1,2.4,5,28,1,28,-1,-4,5,0
Cc1onc(-c2ccccc2Cl)c1C(=O)NC(=S)Nc1ccccc1F,-1.0,34,8,1,37,-5,-1,11,-2
O=C(CCN1C(=O)/C(=C/c2ccccc2Cl)SC1=S)Nc1cccnc1,1.6,15,24,-5,3,5,-6,4,12
CCCCc1nnc(NC(=O)COC)s1,1.2,-6,-5,1,6,-2,1,11,6
O=C(Nc1cccc(C(F)(F)F)c1)Nc1ccon1,2.9,15,19,-2,10,2,-6,12,3
C=CCn1c(SCC(=O)Nc2ccccc2C)nc(O)cc1=O,-0.2,3,7,-1,10,-3,-1,10,2
O=c1c2ccccc2nc2c3ccccc3c(NCc3ccco3)nn12,1.1,38,2,7,26,0,-1,0,-38
O=C(Nc1ccccc1)N(CCCN1CCOCC1)Cc1cccs1,-0.5,-4,-5,2,-3,-3,-1,16,1
Cc1ccc(Cn2cc(S(=O)(=O)c3ccc(Cl)cc3)c(=O)c3cc(F)ccc32)cc1,2.9,-3,-21,5,2,0,5,7,7
COc1ccccc1C(=O)Nc1ccnn1C1CCN(C(C)CSC)CC1 (stereo not drawn),1.6,-2,-15,-2,-11,-1,-1,-3,2
COc1ccc(N2CCN(C(=O)CSc3nnc4c(C)cc5c(C)cc(C)cc5n34)CC2)cc1,1.0,12,20,8,27,-4,-2,4,20
O=C(Cc1cccs1)N1CCCC(c2nc3c(nnn3Cc3ccc(F)cc3)c(=O)[nH]2)C1 (stereo not drawn),-1.5,2,1,-3,9,-3,-1,6,10
